# Source: PubChem (several laboratories)
# VIM-2 inh: blocks Pseudomonas aeruginosa VIM-2 metallo-beta-lactamase; inhibition, % at 5.6 µM; purified VIM-2, nitrocefin hydrolysis, epi-absorbance fluorescence; 0.89% of 290,000 active;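 active means inhibition above the mean of all tested compounds plus 3 SD, cutoff set per screening run, cut at about 7.5% in these data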;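 further: red hydrolysis product quenches plate fluorescence so inhibitors raise well fluorescence; 0% = enzyme with DMSO and 100% = DMSO without enzyme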
# HCV NS3 hel inh: HCV NS3 helicase inhibition; 0.56% of 290,000 active; inhibition, % at 10.9 µM; NS3 helicase DNA unwinding, Cy5 molecular beacon fluorescence;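 active means inhibition above the mean of all tested compounds plus 3 SD, set per campaign, cut at about 35% in these data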;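 further: 0% = DMSO wells and 100% = thioflavine S control wells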
#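 Measured by: Cy5 fluorescence, 0 and 60 min reads / Assay system: NS3 helicase fragment of HCV / Control set: low DMSO, high thioflavine S at 110 µM / Times: 1 h reaction at 25 °C, ATP-initiated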
# IMP-1 inhibitor: blocks Pseudomonas aeruginosa IMP-1 metallo-beta-lactamase | AID 1556 | purified IMP-1, nitrocefin hydrolysis, epi-absorbance fluorescence | 0.45% of 290,000 active | inhibition, % at 5.6 µM;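 active means inhibition above the mean plus 3 SD of all compounds in the same screening run, cut at about 4.5% in these data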;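 further: 0% = IMP-1 with DMSO and 100% = DMSO wells lacking enzyme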
#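 Test system: recombinant IMP-1 enzyme, purified / Medium: HEPES buffer pH 7.1 with ZnSO4 and Brij 35 / Doses: single dose, 5.6 µM / Times: 25 °C, 15 min preincubation, 25 min reaction / Detection: Epi-absorbance via hydrolysed-nitrocefin quenching of white-plate fluorescence, 480/530 nm, EDTA stop / Evaluation: percent inhibition from optical density relative to buffer-blank wells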
# OXTR ag: human OXTR agonism; P30559; 0.32% of 320,000 active; activation, % at 3 µM; AID 2435; CHO-OTR cells, Fluo-8 calcium fluorescence; normalized: DMSO 0%, oxytocin 100%;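 active means activation above the mean of all tested compounds plus 3 SD, cutoff set per screening run, cut at about 20% in these data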;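 further: peak over basal fluorescence ratio from a 100 s FLIPR kinetic read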
# GPR7 antag: human neuropeptides B/W receptor 1 antagonism | P48145 | GPR7-expressing cells, fluorescence antagonist assay | inhibition, % at 4.4 µM | 1.1% of 290,000 active | AID 1861; in the data active means inhibition above about 16%, passing the limit was not always enough;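 further: cells stimulated with the agonist NPW; 0% = agonist with vehicle and 100% = vehicle without agonist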
# Target sequence (P48145 whole entry, looked up): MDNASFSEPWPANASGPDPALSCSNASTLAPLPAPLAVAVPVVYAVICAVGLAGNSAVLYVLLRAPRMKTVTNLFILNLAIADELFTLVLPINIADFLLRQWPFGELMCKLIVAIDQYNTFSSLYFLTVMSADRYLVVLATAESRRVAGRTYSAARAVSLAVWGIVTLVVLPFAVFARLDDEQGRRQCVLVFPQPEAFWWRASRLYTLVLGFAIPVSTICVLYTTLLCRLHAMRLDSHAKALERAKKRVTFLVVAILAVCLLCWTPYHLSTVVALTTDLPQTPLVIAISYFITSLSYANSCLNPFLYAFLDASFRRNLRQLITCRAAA
# DNA FID counter: counter-screen for HCV NS3 helicase inhibitors: DNA intercalator displacement. DNA fluorescent intercalator displacement, fluorescence. inhibition, % at 7.9 µM. 0.17% of 290,000 active. AID 1845; in the data active means inhibition above about 37%;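 further: 0% = vehicle and 100% = reference compound; higher means more ethidium bromide displaced from hairpin DNA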
# V1R ag counter: counter-screen for oxytocin receptor agonists: human V1a receptor agonists; CHO-V1R cells, Fluo-8 calcium fluorescence, agonist mode; 0% DMSO, 100% 3 nM vasopressin; activation, % at 3 µM; 0.25% of 320,000 active;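 active means activation above the mean activation of all tested compounds plus 3 SD, per screening run, cut at about 20% in these data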;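 further: signal is peak over basal fluorescence ratio across a 100 second FLIPR read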
# PHOSPHO1 inh: blocks human PHOSPHO1 phosphatase activity | recombinant PHOSPHO1, absorbance phosphatase assay | inhibition, % at 13.3 µM | AID 1565 | 1.1% of 290,000 active | Q8TCT1; in the data active means inhibition above about 60%
# Target sequence (Q8TCT1 whole entry, looked up): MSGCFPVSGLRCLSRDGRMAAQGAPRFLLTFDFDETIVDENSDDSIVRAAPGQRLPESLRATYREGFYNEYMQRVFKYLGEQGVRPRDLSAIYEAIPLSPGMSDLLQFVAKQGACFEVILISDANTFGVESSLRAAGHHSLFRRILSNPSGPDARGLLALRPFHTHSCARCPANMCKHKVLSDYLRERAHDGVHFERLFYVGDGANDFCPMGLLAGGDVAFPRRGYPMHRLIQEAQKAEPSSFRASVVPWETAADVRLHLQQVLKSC
# GalR3 antagonist: antagonists of human GalR3 | HEK293 GalR3-CNG cAMP membrane potential fluorescence; galR3 body fused to GalR1 C-terminus | inhibition, % at 3 µM | 0.44% of 360,000 active;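 active means inhibition above the screen-wide average plus 3 SD, cut at about 13% in these data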;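 further: forskolin and galanin both at EC90 stimulate the cells; cAMP rise reported by CNG channel membrane potential dye signal; 0% = forskolin plus galanin with DMSO and 100% = forskolin alone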
# Target sequence (O60755 1-299 limits assumed): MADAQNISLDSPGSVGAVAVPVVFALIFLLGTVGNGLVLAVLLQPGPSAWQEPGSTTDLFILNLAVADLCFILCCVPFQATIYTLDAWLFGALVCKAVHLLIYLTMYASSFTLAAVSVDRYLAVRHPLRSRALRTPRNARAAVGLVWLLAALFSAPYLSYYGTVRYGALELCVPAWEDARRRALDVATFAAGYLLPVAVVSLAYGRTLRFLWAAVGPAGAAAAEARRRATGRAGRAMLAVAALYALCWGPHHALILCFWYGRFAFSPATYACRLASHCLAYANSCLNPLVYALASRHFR
# * = called active by the depositor; . = no result given.
# Results follow in this order: VIM-2 inh	HCV NS3 hel inh	IMP-1 inhibitor	OXTR ag	GPR7 antag	DNA FID counter	V1R ag counter	PHOSPHO1 inh	GalR3 antagonist
CC(C)c1c(C(=O)N/N=C/c2ccc(C(F)(F)F)cc2)nnn1-c1nonc1N
    0.6	4	1.6	66*	21	-3	79*	34	0
O=[N+]([O-])c1cc(/C=N/N2CCCCC2)ccc1Cl
    -3.1	20	-2.1	-1.2	-16	1	-0.3	24	-10
COc1ccc(-c2coc3cc(OC)cc(O)c3c2=O)cc1
    -3.1	-10	-1.0	-1.3	2	-2	2.2	33	-5
O=C(O)c1cccc(NN=C2c3ccccc3-c3ccccc32)c1
    -2.1	-14	-2.3	.	-17	-9	.	-2	-4
Cc1noc(/C=C/c2ccco2)c1S(=O)(=O)N1CCC(C(=O)Nc2ccc(Cl)cn2)CC1
    -2.8	12	-0.5	1.8	-1	0	1.8	14	-7
O=C(Nc1ccc(-c2noc(-c3cccs3)n2)cc1)c1cccnc1
    1.4	14	-0.4	4.5	-1	-4	4.8	-6	0
O=P(CCC(F)(F)F)(CCC(F)(F)F)CCC(F)(F)F
    -3.2	-3	-3.7	0.3	-1	1	1.3	-2	0
Cc1ccccc1CC1(CO)CCCN(C(=O)Cc2c(F)ccc(F)c2F)C1 (stereo not given)
    -1.4	-8	-4.4	.	-10	-34	.	34	-1
Cn1nnnc1SCC(=O)Nc1c(Cl)cccc1Cl
    1.4	1	0.6	0.7	-6	-4	1.9	-10	-2
O=C(c1ccccc1)N1N=C(C(F)(F)F)CC1(O)c1ccc(F)cc1 (stereo not given)
    -1.9	24	-4.4	-1.8	-22	-27	-0.4	17	-2
COc1cccc(CN(C)C(=O)c2ccc3c(=O)n4c(nc3c2)CCC4)c1OC
    0.1	7	-1.8	0.1	-13	-26	1.2	18	0
COc1ccccc1CN(CC(=O)NCc1ccco1)C(=O)CNS(=O)(=O)c1ccc(C)cc1
    0.4	-1	-0.3	-0.4	1	-31	-0.4	29	-1
CCc1cc(=O)oc2cc(C)cc(OCC(=O)NCc3ccccn3)c12
    0.8	-1	-3.2	-1.6	1	-31	-0.6	36	2
Cc1ccc(-c2csc(NC(=O)c3cccc(N4C(=O)CCC4=O)c3)n2)o1
    1.5	-7	-1.8	7.6	-1	-3	3.3	-12	.
CCOC(=O)c1ccc(S(=O)(=O)N2CCN(c3ccccn3)CC2)cc1
    -2.3	-6	-1.6	1.7	1	-27	1.8	-4	4
Cc1ccc(C)c(Cn2c(=O)c3c(nc4n3CCN4Cc3ccco3)n(C)c2=O)c1
    -2.3	-5	-2.0	-2.0	1	-8	-0.9	42	-5
O=C(NC1CCCCCC1)C1CCN(S(=O)(=O)c2cccc3cccnc23)CC1
    -5.5	0	-2.7	0.6	-1	-7	-0.2	13	-3
NC(=O)Nn1c(CCC(=O)O)ccc1-c1ccc(Br)cc1
    -0.2	-2	-0.5	0.5	-15	-2	1.2	-40	-1
CC(C)c1ccc(OCc2nc(-c3ccccn3)no2)c(Br)c1
    -1.0	0	-3.9	-0.2	-13	-8	3.7	16	-1
Cc1cccc(NC(=O)CSc2nc3nc4c(cc3c(=O)n2-c2ccccc2)CCCC4)c1
    -1.2	-5	-2.5	-0.8	1	-19	0.0	-1	2
O=c1c2cc(NC(=S)NC3CCCCC3)ccc2nc2n1CCCCC2
    -2.3	12	-2.0	2.8	-6	-13	0.9	24	5
O=C(c1cc2ccccc2c(=O)o1)N1CCCCCC1
    -1.4	4	-0.7	-1.4	-6	-4	-0.2	-16	2
O=C(NC(=S)Nc1ccc(S(=O)(=O)Nc2ccccc2)cc1)C1CC1
    -4.1	-5	-1.3	2.5	13	-7	5.6	18	-3
CC(NC(=O)Cn1ncc(Cl)c(Cl)c1=O)C12CC3CC(CC(C3)C1)C2 (stereo not given)
    -2.5	7	-2.7	-2.0	23*	-10	-1.1	3	.
Oc1ccc(C2=NNC(=NCc3ccc4c(c3)OCO4)SC2)c(O)c1
    -3.3	9	-3.4	1.7	11	-3	0.6	14	-5
Cc1ccc(C)c(N(CC(=O)NCc2ccccc2)C(=O)c2csnn2)c1
    -0.2	-4	-2.7	0.1	-10	-23	0.1	44	-10
COc1cccc(NS(=O)(=O)c2ccc3[nH]cc(C(=O)NCCC(C)C)c(=O)c3c2)c1
    -4.3	-1	-0.8	-0.8	4	28	1.2	-10	-1
Cc1cccc(N2CCN(C(=S)c3ccccc3)CC2)c1
    -3.0	-35	-1.0	-2.4	-9	-12	0.7	8	-4
NC(=O)COc1ccc(NS(=O)(=O)Cc2ccccc2)cc1
    -0.9	-6	-1.0	1.1	-9	-2	0.8	14	-8
COc1ccc2ccn(S(=O)(=O)c3ccccc3)c2c1
    -1.9	3	-2.0	-1.4	-15	-9	0.2	-2	-14

# Brought forward from above: 2 entries, followed by the next part.
# Results follow in this order: VIM-2 inh	HCV NS3 hel inh	IMP-1 inhibitor	OXTR ag	GPR7 antag	DNA FID counter	V1R ag counter	PHOSPHO1 inh	GalR3 antagonist
NC(=O)COc1ccc(NS(=O)(=O)Cc2ccccc2)cc1
    -0.9	-6	-1.0	1.1	-9	-2	0.8	14	-8
COc1ccc2ccn(S(=O)(=O)c3ccccc3)c2c1
    -1.9	3	-2.0	-1.4	-15	-9	0.2	-2	-14
CCC(C(=O)NC1CCCC1)N(C(=O)c1snc(C(N)=O)c1N)c1ccc(OC)cc1 (stereo not given)
    -0.4	-7	-1.0	-0.5	-3	-31	-0.8	19	-9
CCc1cc(C(=O)Nc2cc(S(=O)(=O)N(C)C)ccc2C)sc1C
    -0.2	-2	-0.3	-1.6	-6	-17	0.0	-21	-2
COc1ccc(Cn2ccnc2SCC(=O)Nc2ccccc2OC)cc1
    -1.4	4	-5.0	-0.3	12	-34	3.6	33	-1
Cc1ccc(C2=NNC3(CCOC(C)(C)C3)S2)cc1 (stereo not given)
    -1.2	10	-1.2	-1.6	7	4	-1.1	-21	-2
Cc1cc(N2CCCC2)c(F)cc1/C=C\[N+](=O)[O-]
    4.9	1	2.7	.	11	3	.	1	-3
O=C(CCS(=O)(=O)c1ccc(Br)cc1)N1CCN(c2ccc(Cl)cc2)CC1
    -2.0	2	-2.2	3.9	-14	-2	3.0	9	-5
CCOCCCNC(=S)N1CCN(CC)CC1
    -0.7	-11	0.3	0.7	8	10	0.5	41	2
O=C(Oc1c(-c2ccccc2)c(=O)n2c3c(cccc13)CC2)c1ccco1
    -2.1	5	-2.8	-2.5	-8	-27	-0.3	20	0
C=COCCNC(=S)Nc1cccc(Cl)c1
    -4.2	-1	-2.4	1.7	-2	-2	5.4	54	-7
Cc1ccc(S(=O)(=O)NCCCN2CCOCC2)c(C)c1
    -1.3	2	-2.8	-0.5	-1	0	-0.7	13	2
Cc1cc(C(=O)CSc2nnc(N)s2)c(C)n1-c1c(C)n(C)n(-c2ccccc2)c1=O
    -3.7	-4	-2.8	0.6	-3	-9	-0.5	29	2
Cc1ccc(C)c(N2CCN(C(=O)CCCn3c(=S)[nH]c4cc5c(cc4c3=O)OCO5)CC2)c1
    -5.2	4	-4.7	-1.7	4	-9	-0.7	-4	5
COc1cc(-c2nc3ccc(C)cn3c2Nc2ccc3c(c2)OCCO3)ccc1O
    -4.0	-18	-4.0	0.1	-2	-5	3.6	5	-3
Cc1ncc([N+](=O)[O-])n1CCOC(=O)NC(NCc1cccnc1)C(Cl)(Cl)Cl (stereo not given)
    0.1	-3	-0.5	0.3	-8	-3	-0.9	6	-3
CSc1nnc(CNS(=O)(=O)c2ccc(Cl)cc2)n1C
    -4.1	8	-3.1	1.4	-4	-1	1.3	38	1
Cn1c(Cn2c(=O)sc3ccccc32)nnc1SCc1ccccn1
    -1.4	-8	-0.7	-0.5	6	-4	-0.3	23	-4
Cc1nc2ccc(S(=O)(=O)NC(C(=O)Nc3nc4ccc(Cl)cc4s3)C(C)C)cc2s1 (stereo not given)
    -2.4	1	-3.3	-1.6	-15	-12	-0.6	15	-3
Cc1cc(N2CCN(C3CCCCC3)CC2)nc2cccc(O)c12
    1.4	-5	-1.6	0.1	4	9	1.3	-5	-2
Fc1ccc(C2CCCCN2Cc2nc(CC3CC3)no2)cc1 (stereo not given)
    1.2	-12	0.2	-1.4	-6	0	-1.0	40	-1
O=C(Nc1ccc(Cl)cc1)c1cccs1
    -3.5	-5	-5.0	-0.4	1	3	1.7	-6	-3
c1ccc(COc2ccc(OCCCN3CCCCC3)cc2)cc1
    -2.1	-14	-1.8	4.5	1	23	1.8	3	-7
NS(=O)(=O)c1ccc(N/N=C/c2ccc3c(c2)OCO3)c([N+](=O)[O-])c1
    -1.4	1	-2.1	-1.3	-5	4	-0.2	-10	-5
CCc1sc(C(=O)Nc2ccc3c(c2)OCCO3)cc1Br
    -0.9	-18	-0.8	-1.1	-12	-15	-1.2	35	-1
Cc1ccc(C(=O)Nc2ccc(CN3CCS(=O)(=O)CC3)cc2)cc1C
    -1.6	16	-1.9	0.9	-13	-24	1.0	7	-3
CCOC(=O)N1CCN(S(=O)(=O)c2c(C)nn(C)c2C)CC1
    -2.5	1	-1.2	0.8	6	2	0.8	26	2
CCN(CC(=O)NC(C)C)Cc1nc2sc3c(c2c(=O)[nH]1)CCC3
    -1.8	2	-2.1	0.0	4	-15	-0.8	-20	2
CCCC(=O)N=c1sc2c(OC)ccc(OC)c2n1C
    -1.2	-4	-1.2	-0.1	-14	-3	-0.1	23	-6
CCOC(=O)c1nc(SC)n(C)c1C(=O)OCC
    -0.9	-4	-3.3	.	-14	-3	.	37	-9
O=C(Cc1nnc(NC(=O)c2ccccc2)s1)N/N=C/c1cccc(O)c1
    -0.8	3	-2.1	-0.6	7	-23	1.2	24	-6
CN(C(=O)CC1C(=O)NCCN1Cc1cccc(F)c1F)C1CC(C)(C)NC(C)(C)C1 (stereo not given)
    -0.8	5	-0.7	0.2	-11	0	-0.3	14	5
COc1ccc(CC(=O)n2c(CC#N)nc3ccccc32)cc1OC
    -2.0	-6	0.4	-1.1	-2	-2	0.2	13	0
COC(=O)c1sccc1-c1ccc(C(=O)Nc2cccc(Cl)c2)o1
    -1.0	0	-0.6	-1.5	0	-6	-0.6	28	0
Cc1nc(SCC(=O)Nc2ccc(N3CCOCC3)cc2)nc(C)c1C
    -2.7	12	-0.1	0.7	4	-18	1.9	31	0
CCn1c(SCCC(=O)O)nnc1-c1cccnc1
    -3.4	-2	-2.0	-0.9	-3	0	-0.2	11	-3
Cc1ccc(-c2c(C)c(-c3ccc(F)cc3)nc(N)c2C#N)o1
    -0.3	14	3.6	-1.6	9	-27	-0.4	-2	0
NNC(=O)CSc1nc(-c2ccccc2)nc2c1CCCC2
    -3.2	-12	-4.5	0.1	-3	-20	0.0	32	-5
COCCNC(=O)C1CCCN(c2nn3c(=O)cc(C)nc3s2)C1 (stereo not given)
    0.1	0	0.6	-0.5	-3	-5	-0.3	34	-3

# Hits appear at their usual frequency; overall some 4.3% were active at least once.
